# Measles CPE: protection of cells from measles virus | Measles virus-infected cells, CPE protection, absorbance | protection (pct of control), % at 4 µM | hit rate 1.5% among 140,000; in the data active means protection mostly above about 24%, no sharp cut-off; inactive means mostly below about 26%; further: some compounds called inactive have numbers as strong as hits
# GALR2 blocker: blocks the human galanin receptor 2 | AID 828 | GALR2-expressing cells, antagonist mode | hit rate 0.39% among 140,000 | inhibition, % at 4 µM | O43603; in the data active means inhibition above about 27%;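 further: cells stimulated with galanin 1-16 at roughly its EC80; 0% = agonist challenge control and 100% = basal control without agonist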
# Target sequence (O43603 whole entry, looked up): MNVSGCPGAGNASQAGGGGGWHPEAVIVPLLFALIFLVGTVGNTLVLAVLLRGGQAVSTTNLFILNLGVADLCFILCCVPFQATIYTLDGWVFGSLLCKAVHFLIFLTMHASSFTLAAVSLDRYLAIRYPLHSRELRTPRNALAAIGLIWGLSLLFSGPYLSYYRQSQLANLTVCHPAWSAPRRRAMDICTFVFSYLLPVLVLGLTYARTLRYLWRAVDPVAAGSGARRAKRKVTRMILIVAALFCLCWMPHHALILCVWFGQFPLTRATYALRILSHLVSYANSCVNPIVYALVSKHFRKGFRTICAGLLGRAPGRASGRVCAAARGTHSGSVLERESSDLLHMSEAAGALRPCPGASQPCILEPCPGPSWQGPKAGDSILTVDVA
# NPY Y2 blocker: blocks the human neuropeptide Y Y2 receptor; NPY-Y2 expressing cells, antagonist mode; AID 793; hit rate 0.99% among 140,000; inhibition, % at 2.7 µM; in the data active means inhibition above about 17%;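 further: 0% = vehicle with agonist challenge and 100% = reference antagonist with challenge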
# Target sequence (P49146 whole entry, looked up): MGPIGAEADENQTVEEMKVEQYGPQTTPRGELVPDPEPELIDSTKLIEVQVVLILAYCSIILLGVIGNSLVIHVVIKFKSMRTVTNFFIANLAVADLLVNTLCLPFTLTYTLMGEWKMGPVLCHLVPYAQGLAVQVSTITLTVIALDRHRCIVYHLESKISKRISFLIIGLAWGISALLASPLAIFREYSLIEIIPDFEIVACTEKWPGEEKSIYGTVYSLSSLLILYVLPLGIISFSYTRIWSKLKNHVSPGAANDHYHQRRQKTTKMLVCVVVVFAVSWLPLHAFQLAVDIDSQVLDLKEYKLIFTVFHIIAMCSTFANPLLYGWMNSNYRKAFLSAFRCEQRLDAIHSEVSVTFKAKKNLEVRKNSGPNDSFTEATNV
# E-sel TNF inh: TNF alpha driven E-selectin expression inhibition; HUVEC TNFa-induced E-selectin immunofluorescence, high content; inhibition, % at 2 µM; hit rate 0.71% among 120,000; AID 1246;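 active means inhibition above the batch mean plus 3 SD, and confirmed as a hit on visual image review, cut at about 43% in these data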;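 further: 0% = TNF-stimulated DMSO wells and 100% = unstimulated control wells; not every result past the cut was called active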
# MRP-1 activ: MRP-1 activation; H69AR cells + doxorubicin, viability rescue, CellTiter-Glo; viability increase, % at 10 µM; hit rate 0.61% among 140,000;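 active means viability gain under doxorubicin at or above a set limit, the compound median plus 3 SD, cut at about 4.7% in these data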;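 further: MRP-1 overexpressing cells given doxorubicin 25 µM after compound pretreatment; 18-22 h compound pretreatment then 72 h with doxorubicin before readout; 0% = doxorubicin-only wells and 100% = vehicle-treated cells without doxorubicin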
# Yeast growth inh: yeast BB579 growth reduction in restrictive medium; inhibition, % at 10 µM; AID 804; hit rate 0.51% among 140,000; S. cerevisiae BB579 growth, OD615, 48 h;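 active means inhibition above a set limit, 3 SD over the mean compound inhibition, cut at about 44% in these data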; further: inactives centre near -24
#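 System: Saccharomyces cerevisiae DeaD strain BB579, replicative lifespan model yeast | Buffer or medium: Restrictive glucose-based CSMM-D medium | Times: 4 h preincubation and 48 h exposure at 30 °C | Detection: OD615 turbidity measurement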
# Phagocytosis inh: blocks phagocytosis by macrophages | inhibition, % at 5 µM | hit rate 0.07% among 110,000 | J774A.1 macrophage IgG-bead phagocytosis, imaging;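 active means inhibition above the mean of the plate negative controls plus 5 SD, cut at about 13% in these data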;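 further: phagocytic index as fraction of beads internalized from green versus red external bead signal; plate controls were DMSO negative control for no effect and cytochalasin-D positive control for full effect; some results beyond the cut were filed as inactive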
# bCat KO growth: beta-catenin-lacking colon tumor cell growth suppression. HCT116 beta-catenin knockout viability, CellTiter-Glo, 60 h; stronger effect = lower value. viability, % at 10 µM. hit rate 1.5% among 140,000. AID 818;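 active means viability at or under a set limit, the compound median less 4 SD, cut at about 6% in these data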;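 further: 0% = Hyamine 1622 control at 20 µM and 100% = untreated cell control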
# Yeast life ext: yeast lifespan extension; S. cerevisiae growth with nicotinamide, OD615; deaD strain in restrictive glucose medium; hit rate 0.68% among 130,000; inhibition of the nicotinamide effect, % at 10 µM; AID 775;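 active means inhibition above a set limit, placed 3 SD over the median of all compounds, cut at about 26% in these data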;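 further: 0% = nicotinamide-treated wells and 100% = cells grown without nicotinamide; some compounds called inactive have numbers as strong as hits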
#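 Material: Modified budding yeast, DeaD strain | Medium: Restrictive glucose medium | Probe or stimulus: 1.5 mM nicotinamide | Dosing: Single dose 10 µM compound, 0.25% DMSO | Times: 48 h at 30 °C | Technique: OD615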
# HCT116 PTEN-null: PTEN-deleted cell growth suppression; HCT116 PTEN-null viability, CellTiter-Glo, 60 h; stronger effect = lower value; viability, % at 10 µM; hit rate 1.2% among 140,000; AID 827;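 active means viability at or below a set limit, 4 SD under the median of all tested compounds, cut at about 3.7% in these data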;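 further: PTEN knockout HCT116 line with beta catenin targeted HCT116 as companion control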
# Starred values were filed as active, the others as inactive; x = no result given.
SMILES,Measles CPE,GALR2 blocker,NPY Y2 blocker,E-sel TNF inh,MRP-1 activ,Yeast growth inh,Phagocytosis inh,bCat KO growth,Yeast life ext,HCT116 PTEN-null
CCn1c2c(c(=N)c3c1CCC3)CCC2,10,15,2,x,-0.7,-21,x,70,17,79
O=C(NC(Nc1ncccn1)C(=O)c1ccccc1)c1ccccc1 (centres undefined),10,-4,-1,x,-2.8,-19,0,84,-4,89
Cc1ccc(C)c(OCCCC(C)(C)C(=O)O)c1,9,0,14,-13,0.5,-5,x,93,17,94
Cc1[nH]n(CCC#N)c(=O)c1CC(=O)N1CCN(c2ccccc2)CC1,5,11,-2,x,-1.9,2,0,100,-8,108
CCOC(=O)c1ccc(N2C(=O)CC(N3CCC(C(=O)OCC)CC3)C2=O)cc1 (centres undefined),3,-6,3,-2,0.3,-5,-1,106,5,96
O=C(Nc1nccs1)c1cn(-c2ccccc2)nc1-c1ccccc1,12,-3,-1,7,-0.7,-57,0,41,-13,30
CCOc1ccc(NC(=O)NCCN2C(C)CCCC2C)cc1 (centres undefined),5,-2,4,-11,-0.6,9,-1,87,-12,82
O=Cc1cc2ccccc2nc1SCc1ccc(Cl)cc1,3,6,2,25,-5.8,-27,3,19,34*,21
Cc1ccc(S(=O)(=O)N[C@@H](Cc2ccccc2)C(=O)CCl)cc1,17,6,5,x,-1.1,-35,x,101,49*,95
COc1ccc(Cn2nnc(C(=O)Nc3ccc(F)cc3)c2N)cc1,6,-8,2,-15,-1.0,-24,2,107,-11,94
CCOc1ccc(Br)cc1/C(C)=N\NC1=NCCN1,2,4,12,11,-2.5,-57,0,14,-1,15
O=C(COC(=O)c1cccc(N2C(=O)c3ccccc3C2=O)c1)Nc1ccccc1,3,6,2,27,3.1,-23,-10,103,-1,95
CCc1noc(C)c1C(=O)Nc1nc(-c2ccc(Cl)cc2Cl)c(C)s1,6,11,-1,-3,-0.3,-41,0,89,-4,97
CCc1n[nH]c(=S)n1/N=C/c1ccc2c(c1)OCO2,42*,-1,4,-29,-0.7,-26,2,102,-23,98
Cc1ccc(S(=O)(=O)N2CCC(C(=O)N[C@H](C(=O)NCC3CCCO3)C(C)C)CC2)cc1 (some centres undefined),8,-20,-1,x,-0.2,-47,1,96,-5,115
COc1ccc(NC(=O)Cn2nnc(-c3ccc(CN4CCOCC4)cc3)n2)c(OC)c1,4,-3,-2,5,1.3,-1,0,99,-11,106
CN(C)c1ccc(CN2CCCCC2)cc1,6,5,3,-4,-1.3,-53,0,84,1,98
CC(C)NC(=O)NC(=O)COC(=O)c1ccc(OC(F)(F)F)cc1,6,0,4,-32,-1.2,-5,-6,96,2,95
COc1ccc(Nc2oc(-c3ccccc3Cl)nc2C#N)cc1,3,11,4,x,-6.3,-29,-1,7,-10,7
COc1ccc(N=Cc2sc(O)c3ccccc23)cc1,18,12,5,19,-2.3,-10,2,83,-7,85
C/C(=N\NC(=O)CCc1c[nH]c2ccccc12)c1cccc([N+](=O)[O-])c1,16,-4,3,x,7.9*,-29,-4,86,-5,80
Cc1ccc(Cn2c(=O)c3cccnc3n(CC(=O)Nc3cccc(C(F)(F)F)c3)c2=O)cc1,3,-2,8,-13,-2.1,-41,5,82,6,74
Cc1cc2oc(=O)cc(CN3CCC(C)CC3)c2c(C)c1Cl,18,-10,0,-21,-1.8,2,-1,77,-10,85
Cc1cnc(C(=O)Nc2ccc(C)c(S(=O)(=O)N(C)C)c2)cn1,0,0,2,9,-0.5,-40,-3,98,-3,99
CCN(C(=O)COC(=O)c1c2c(nc3ccccc13)/C(=C/c1ccccc1)CC(C)C2)C1CCS(=O)(=O)C1 (centres undefined),5,-10,-3,x,-4.9,-23,0,37,-2,47
CCN(CC)CCNC(=O)c1cc(S(C)(=O)=O)ccc1OC,9,-9,2,x,-1.6,18,x,92,-1,95
CC1(C)CC(=O)C(C=Nc2ccc(Cl)cn2)=C(O)C1,8,0,1,-8,-0.5,-28,x,82,-7,91
COCCn1cnc2c1c(=O)n(CC(=O)OCC(=O)NCCCc1ccccc1)c(=O)n2Cc1ccccc1,3,-7,5,42,-1.3,-13,-2,95,-3,98
CC1(C)Cc2c(C#N)c(OCC(=O)c3ccccc3)nc(-c3ccoc3)c2CO1,22,0,7,1,-3.4,-40,0,77,26,81
O=C(CSc1nc2[nH]ncc2c(=O)[nH]1)NCc1ccccc1Cl,8,-2,3,x,0.8,-4,-2,86,3,97
Cc1nc2c(C(=O)NCc3ccc(F)cc3)c[nH]n2c(=O)c1Cl,12,-6,7,-11,-1.3,-10,0,102,-4,100
COc1ccccc1N(CC(=O)NCc1ccccc1)C(=O)CCC(=O)Nc1ccccn1,21,-5,3,6,-4.4,-24,x,99,x,93
CCOC(=O)Cc1csc(N/C(=N/S(=O)(=O)c2ccc(Cl)cc2)c2ccccc2)n1,8,0,4,x,1.9,-30,-1,98,-2,99
O=c1[nH]n(-c2cccc3cccnc23)c(=O)c2ccccc12,5,9,1,-14,-0.2,-36,x,106,-3,95
Cc1ccc(CO/N=C\Cc2snc(Sc3ncc(C(F)(F)F)cc3Cl)c2C#N)cc1,15,-11,4,20,-0.9,-77,-2,94,1,85
O=C1C2C(C(=O)N1/N=C/c1cc([N+](=O)[O-])ccc1O)C1C=CC2C12CC2 (centres undefined),11,-4,1,x,-3.9,8,x,92,-3,89
COC(=O)CNC(c1ccccc1Cl)c1cc(Br)ccc1NC(=O)CCN1CCOCC1 (centres undefined),5,-10,8,-37,-2.7,-33,-3,37,6,50
Cc1cccc(-c2noc(CCC(=O)Nc3ccccc3)n2)c1,9,11,7,-18,-0.1,8,2,100,-19,96
CC(C)CC(CO)N1CCN(C(=O)c2ccc(Cl)cc2Cl)CCC1=O (centres undefined),12,1,-3,-7,0.3,-15,x,92,5,93
CC1=NOC(=O)/C1=C/c1ccc(N(C)C)cc1,14,-15,5,18,-3.6,-24,0,90,1,84
Cc1cccc(N(CC(=O)N/N=C/c2ccc(OCC(=O)NCc3ccco3)cc2)S(C)(=O)=O)c1C,18,-4,1,-3,-1.4,14,1,103,-15,95
CCN(CC)C(=O)CSc1nnc(-c2ccc(S(=O)(=O)NCc3ccccc3Cl)cc2)o1,5,-8,-1,37,-2.2,-15,-1,96,-24,95
O=P(O)(O)c1ccccc1OCCOCCOc1ccccc1P(=O)(O)O,3,0,1,-21,-0.4,3,2,92,-8,93
Cc1nc(-c2cnn(-c3ccccc3)c2)c2cc(C)oc2n1,18,-1,4,-19,-1.0,2,2,101,-22,87
Clc1ccc(OCc2nc(-c3ccncc3)no2)c(Cl)c1,3,1,11,-12,-1.8,-14,0,81,-8,78
Clc1ccc(-c2noc(CCCOc3ccccc3)n2)cc1,7,-8,6,9,-0.9,-40,x,101,-26,93
C=CCNC(=O)CC(=O)N/N=C/c1ccc(F)cc1,15,-5,-2,2,-0.8,-30,x,89,3,92
CC(NS(=O)(=O)c1ccc(F)cc1)C(=O)NCc1ccncc1 (centres undefined),20,-9,1,-11,-0.8,-15,-2,102,-2,105
O=C(CN1C(=O)c2ccccc2C1=O)Nc1ccc(S(=O)(=O)NCC2CCCO2)cc1 (centres undefined),5,3,-1,-10,-1.1,-17,-1,100,-7,101
CCOC(=O)c1ccc(NC(=O)N2CCN(S(C)(=O)=O)CC2)cc1,8,-5,3,8,-0.6,-46,0,86,-7,86
# (list continues)
SMILES,Measles CPE,GALR2 blocker,NPY Y2 blocker,E-sel TNF inh,MRP-1 activ,Yeast growth inh,Phagocytosis inh,bCat KO growth,Yeast life ext,HCT116 PTEN-null
COc1ccc(C(=O)Nc2nc3ccc4nc(C)sc4c3s2)cc1,8,4,3,x,-0.4,-20,0,109,-11,111
CCOc1cc(/C=C2\SC(=O)N=C2N)ccc1O,4,5,-1,x,-4.3,-27,-2,59,7,64
Cc1cc(NS(=O)(=O)c2ccc(NC(=O)CCCOc3ccccc3)cc2)no1,10,5,4,1,-0.9,-22,0,97,-2,103
CC(C)(C)C(=O)Nc1nc(-c2ccccc2)ns1,19,12,2,-2,0.5,2,x,70,x,65
Cc1nc2c(C)cccn2c1/C(O)=C1\C(=O)C(=O)N(CCN(C)C)C1c1ccncc1 (centres undefined),8,4,1,4,-0.8,7,x,104,-23,112
CCCSc1nnc2n(N)c(=O)c3ccccc3n12,27,-5,-1,15,-3.4,-11,x,102,-19,104
COCCNC(=O)COc1ccc(C)c(C)c1,2,-8,2,-8,-3.6,-20,2,80,-18,78
COc1ccc(C2NCCc3c2[nH]c2ccccc32)cc1CSc1nc2ccccc2s1 (centres undefined),14,11,6,x,-5.5,-44,-10,1.4*,-4,1.3*
CC(C)COc1ccc(C(=O)NC(=S)Nc2ccc(CN3CCOCC3)cc2)cc1,7,-3,2,x,-4.3,-8,-7,80,-7,77
CC1CN(C(=O)CN2C(=O)NC3(CCCCCC3)C2=O)CC(C)O1 (centres undefined),5,2,0,4,0.0,-32,x,95,-13,85

# Retrieved one by one from above, two records:
SMILES,Measles CPE,GALR2 blocker,NPY Y2 blocker,E-sel TNF inh,MRP-1 activ,Yeast growth inh,Phagocytosis inh,bCat KO growth,Yeast life ext,HCT116 PTEN-null
CCOc1cc(/C=C2\SC(=O)N=C2N)ccc1O,4,5,-1,x,-4.3,-27,-2,59,7,64
Cc1nc2c(C)cccn2c1/C(O)=C1\C(=O)C(=O)N(CCN(C)C)C1c1ccncc1 (centres undefined),8,4,1,4,-0.8,7,x,104,-23,112

# (cont.)
SMILES,Measles CPE,GALR2 blocker,NPY Y2 blocker,E-sel TNF inh,MRP-1 activ,Yeast growth inh,Phagocytosis inh,bCat KO growth,Yeast life ext,HCT116 PTEN-null
CC(C)(C)n1nc2c(c1NC(=O)c1ccc(S(=O)(=O)N3CCCCC3)cc1)CS(=O)C2 (centres undefined),44*,-3,-2,-6,0.6,23,x,98,-15,96
CCCCCNC(=O)c1c[nH]c2ccc(S(=O)(=O)N3CCC4(CC3)OCCO4)cc2c1=O,7,3,-2,-5,-2.2,-53,-3,54,4,61
O=c1c2ccccc2[nH]c(=S)n1CCc1ccccc1,8,-1,1,x,-1.3,-31,-4,88,-4,100
O=C(N/N=C/c1c(O)ccc2ccccc12)c1[nH]ncc1Br,8,24,-2,x,0.1,-18,x,16,2,12
O=C(Nc1ccc(F)cc1)c1ccc(S(=O)(=O)NCC2CCCO2)cc1 (centres undefined),4,-1,-1,-18,-2.7,-5,-1,74,-1,80
CC1CCCN(C(=S)NCc2ccccc2)C1 (centres undefined),23,-8,2,-5,-1.3,-59,-5,94,-1,100
COc1ccc(CCNC(=O)CN(C2CCCCC2)S(C)(=O)=O)cc1,10,6,1,-6,-0.5,-55,0,93,-9,102
CCCOc1ccc(C(=O)N2CCCC2)cc1OC,4,8,2,-16,-0.9,-10,1,88,-9,100
O=C(Cn1nnc(-c2ccc(CN3CCOCC3)cc2)n1)NC1CCCCC1,4,-4,12,-5,-1.2,-22,-2,84,4,86
CCC(C)c1ccc(NC(=O)C2CC2)cc1 (centres undefined),14,2,1,-12,1.2,32,0,92,-14,100
COc1ccc(N(C)S(=O)(=O)c2c(C)[nH]c(=O)[nH]c2=O)c(OC)c1,1,-2,-1,-3,0.0,-27,0,105,-5,104
O=C(c1cc(-c2ccc(Cl)cc2)n(-c2ccc(Cl)cc2)n1)N1CCOCC1,5,5,2,-23,-3.5,-58,-2,73,-23,77

# Not a hit list. Share with any hit: about 6.3%.
